SNCA expr inhib – inhibitors of alpha-synuclein (SNCA) gene expression | HEK-293 SNCA-luciferase knock-in, luminescence, 24 h | Potency, µM (titrated, usually from 57.2 µM), without a hit: at the highest dose activity change, negative = inhibition, usual class: inhibitors | 140,000 compounds, 0.17% hits | AID 1671194;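 further: potency means the concentration at half of the fitted maximal effect; plate controls were DMSO cells for no effect and cell-free wells for full effect; nearly all actives have a fitted effect of over 45% in size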
NIH3T3 tox – cytotoxic compounds in NIH 3T3 cells. NIH 3T3 viability, CellTiter-Glo ATP luminescence, 48-72 h. 94,000 compounds, 4.3% hits. Potency, µM (doses to about 96.7 µM), without a hit: top-dose activity change, negative = cytotoxicity, usual class: inhibitors. AID 1345082; further: potency means the concentration at half of the fitted maximal effect; nearly all actives have a fitted effect of over 55% in size
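Cytotoxicity is measured as loss of cellular ATP: NIH 3T3 cells (400/well) are exposed to compound for 48 or 72 hr at 37 °C, then CellTiter-Glo luminescence is imaged after 10 min at room temperature.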
FLuc inh – blocks purified firefly luciferase enzyme activity; Potency, µM (highest dose often 115 µM), for the others: top-dose activity change, negative = inhibition, hits mostly inhibitors; P08659; 76,000 compounds, 2.5% hits; purified P. pyralis luciferase, luminescence, biochemical; further: potency means the concentration at half of the fitted maximal effect; nearly all actives have a fitted effect of over 65% in size
Target sequence (P08659 whole entry, looked up): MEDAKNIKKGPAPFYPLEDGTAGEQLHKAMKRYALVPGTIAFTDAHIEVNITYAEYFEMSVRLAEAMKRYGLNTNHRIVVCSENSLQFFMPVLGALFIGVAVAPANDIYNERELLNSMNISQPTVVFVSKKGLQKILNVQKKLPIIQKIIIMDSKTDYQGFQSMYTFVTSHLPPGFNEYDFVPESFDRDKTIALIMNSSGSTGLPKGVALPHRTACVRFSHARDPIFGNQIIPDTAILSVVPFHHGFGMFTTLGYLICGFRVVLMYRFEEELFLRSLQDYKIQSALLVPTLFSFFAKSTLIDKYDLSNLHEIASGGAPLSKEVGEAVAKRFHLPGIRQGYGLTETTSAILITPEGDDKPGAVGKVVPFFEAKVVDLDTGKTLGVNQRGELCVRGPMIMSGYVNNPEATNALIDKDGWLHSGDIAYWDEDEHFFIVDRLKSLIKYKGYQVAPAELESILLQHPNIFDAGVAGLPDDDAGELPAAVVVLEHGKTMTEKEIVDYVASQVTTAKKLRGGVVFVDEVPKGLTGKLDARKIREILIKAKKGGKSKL
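Inhibitors were tested against purified firefly luciferase in a biochemical, low-substrate format (both substrates at 10uM) and luminescence measured with a CCD imager.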
HEK cytotox – cytotoxic compounds in HEK 293 cells | HEK 293 viability, ATP luminescence (CellTiter-Glo), 48-72 h | AID 1345083 | Potency, µM (titrated, usually from 115 µM), for inactives: top-dose activity change, negative = cytotoxicity, most hits filed as inhibitors | 94,000 compounds, 6.6% hits; further: potency means the concentration at half of the fitted maximal effect; nearly all actives have a fitted effect of over 60% in size
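Luminescence from cellular ATP, measured with CellTiter-Glo, indicates HEK 293 viability. Cells plated at 250 cells/well are treated with compound for 48 or 72 hr at 37 degree Celsius before reagent addition.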
GPT2 inh – GPT2 alanine aminotransferase inhibition | Q8TD30 | Recombinant GPT2, coupled pyruvate oxidase/HRP Amplex Red fluorescence | Potency, µM (series often up to 57.7 µM), without a hit: top-dose activity change, negative = inhibition, usual class: inhibitors | 100,000 compounds, 0.25% hits | AID 1671188; further: potency means the concentration at half of the fitted maximal effect; nearly all actives have a fitted effect of over 60% in size; many of its hits are not listed in these tables
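Fluorescence read-out: pyruvate from GPT2 turnover coupled to pyruvate oxidase, HRP and Amplex Red (0.2mM ThPP, 0.2U/mL PO and HRP, 50uM Amplex final). Substrates 250uM a-KG, 2mM L-alanine; enzyme 10ng/uL; 30 min RT.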
SNCA viab count – counter-screen for SNCA expression inhibitors: cell viability | HEK-293-SNCA-luc viability, GF-AFC fluorescence, 24 h | Potency, µM (top dose mostly 57.1 µM), for inactives: top-dose activity change, negative = cytotoxicity, most hits filed as cytotoxic | 150,000 compounds, 0.12% hits;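 further: potency means the concentration at half of the fitted maximal effect; 0% = DMSO-treated cells and -100% = medium-only wells without cells; nearly all actives have a fitted effect of over 30% in size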
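HEK-293-SNCA-luc cells (1500/well) plated 24 h, then exposed 24 h to a dilution series; GF-AFC added 30 min at 37C, fluorescence 405/540 nm; normalised to medium-only and DMSO wells, Hill fit.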
IP6K1 inh – inhibitors of human IP6K1 | Q92551 | IP6K1 kinase, ADP-Glo luminescence, 2 h; active compounds read low | activity change, % (series mostly up to about 58 µM) | 140,000 compounds, 0.81% hits; in the data active means activity change below about -25%
Target sequence (Q92551 whole entry, looked up): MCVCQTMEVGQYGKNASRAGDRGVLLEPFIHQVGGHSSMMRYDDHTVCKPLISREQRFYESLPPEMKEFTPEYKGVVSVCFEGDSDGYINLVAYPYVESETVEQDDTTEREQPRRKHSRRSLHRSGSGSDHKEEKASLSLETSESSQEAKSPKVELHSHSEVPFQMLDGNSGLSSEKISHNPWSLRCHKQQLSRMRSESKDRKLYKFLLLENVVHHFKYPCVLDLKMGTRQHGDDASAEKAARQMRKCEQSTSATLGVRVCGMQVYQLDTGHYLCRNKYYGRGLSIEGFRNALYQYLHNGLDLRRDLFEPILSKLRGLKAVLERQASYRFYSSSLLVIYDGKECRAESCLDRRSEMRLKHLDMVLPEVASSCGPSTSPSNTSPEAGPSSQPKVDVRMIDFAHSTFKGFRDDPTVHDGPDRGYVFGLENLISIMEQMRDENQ
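ADP-Glo luminescence measures ADP made by human IP6K1 during a 2 h RT reaction with ATP/IP6 (mix at 1.3 mM/130 uM); top library doses 57.5 and 19.1 uM final.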
* marks the source's active call; other numbers are inactive results; & = joins results of further samples; [ ] = another dose, or the depositor's remark. Unless noted, the call rests on the fitted dose curve; in most records, active means well fitted curve in the direction sought with a large enough effect; inconclusive means small, poorly fitted or top-dose-only effect, or another doubt; inactive means no such curve, though single readings can be large; an effect the other way counts as inactive or inconclusive. Unless noted, on the % scale 0 is the no-effect control and ±100 the full control effect.

Preview, 6 compounds:
`COc1ccc(C)cc1NC(=O)CSc1nc(=O)n(Cc2ccccn2)c2c1CCC2` gave SNCA expr inhib inconclusive, SNCA viab count -16% and IP6K1 inh 13.
`C#CCNC(=O)c1cc(-c2ccccc2OC)c2nncn2n1` gave SNCA expr inhib -29%[87.6 µM], NIH3T3 tox -26%[138 µM], HEK cytotox -17%[172 µM], GPT2 inh -2%[88.5 µM], SNCA viab count -8%[12.5 µM] and IP6K1 inh 12.
`CC(=O)c1ccc(N2CCN(C(=O)c3cn(C)c(=O)c4c3c3ccccc3n4C)CC2)cc1` gave SNCA expr inhib 40%[activator], SNCA viab count -18% and IP6K1 inh 10.
For Cc1ccc(S(=O)(=O)N(C)C2CCOc3ccccc32)cc1 (stereo not given) the results were SNCA expr inhib -19%[87.6 µM], NIH3T3 tox inconclusive, FLuc inh 3%[172 µM], HEK cytotox 100µM*, GPT2 inh -17%[88.5 µM], SNCA viab count -8%[87.6 µM] and IP6K1 inh -7.
`CC(C)c1cc(C2CCCN2CCC(=O)Nc2ccc(C(N)=O)cc2)no1` (stereo not given) gave SNCA expr inhib -19%, NIH3T3 tox -30%, FLuc inh -3%, HEK cytotox -27%, GPT2 inh inconclusive, SNCA viab count -2% and IP6K1 inh -15.
Screening COc1ccc(NC(=O)N2Cc3[nH]cnc3C[C@H]2c2nc(-c3ccc(C(F)(F)F)cc3)no2)cc1 returned SNCA expr inhib 18%, NIH3T3 tox inconclusive, FLuc inh inconclusive, HEK cytotox inconclusive, GPT2 inh -13%, SNCA viab count -5% and IP6K1 inh 10.

Main list, from the start:
`COc1ccc(C)cc1NC(=O)CSc1nc(=O)n(Cc2ccccn2)c2c1CCC2` gave SNCA expr inhib inconclusive, SNCA viab count -16% and IP6K1 inh 13.
`C#CCNC(=O)c1cc(-c2ccccc2OC)c2nncn2n1` gave SNCA expr inhib -29%[87.6 µM], NIH3T3 tox -26%[138 µM], HEK cytotox -17%[172 µM], GPT2 inh -2%[88.5 µM], SNCA viab count -8%[12.5 µM] and IP6K1 inh 12.
`CC(=O)c1ccc(N2CCN(C(=O)c3cn(C)c(=O)c4c3c3ccccc3n4C)CC2)cc1` gave SNCA expr inhib 40%[activator], SNCA viab count -18% and IP6K1 inh 10.
For Cc1ccc(S(=O)(=O)N(C)C2CCOc3ccccc32)cc1 (stereo not given) the results were SNCA expr inhib -19%[87.6 µM], NIH3T3 tox inconclusive, FLuc inh 3%[172 µM], HEK cytotox 100µM*, GPT2 inh -17%[88.5 µM], SNCA viab count -8%[87.6 µM] and IP6K1 inh -7.
`CC(C)c1cc(C2CCCN2CCC(=O)Nc2ccc(C(N)=O)cc2)no1` (stereo not given) gave SNCA expr inhib -19%, NIH3T3 tox -30%, FLuc inh -3%, HEK cytotox -27%, GPT2 inh inconclusive, SNCA viab count -2% and IP6K1 inh -15.
Screening COc1ccc(NC(=O)N2Cc3[nH]cnc3C[C@H]2c2nc(-c3ccc(C(F)(F)F)cc3)no2)cc1 returned SNCA expr inhib 18%, NIH3T3 tox inconclusive, FLuc inh inconclusive, HEK cytotox inconclusive, GPT2 inh -13%, SNCA viab count -5% and IP6K1 inh 10.
`CS(=O)(=O)N1C[C@H]2CCN(C(=O)c3cc(F)ccc3F)C[C@H]21` gave SNCA expr inhib -29%, NIH3T3 tox -1%, FLuc inh -2%, HEK cytotox -10%, GPT2 inh inactive, SNCA viab count -2%[12.5 µM] and IP6K1 inh 17.
Screening Cc1cccc2sc(N3CCN(C(=O)CS(=O)(=O)c4ccc(F)cc4)CC3)nc12 returned SNCA expr inhib -5%, SNCA viab count 4% and IP6K1 inh 12.
`N#Cc1ccccc1NC(=O)CSc1nc(-c2ccccc2)cc(C(F)(F)F)c1C#N` gave SNCA expr inhib 3%, SNCA viab count inconclusive and IP6K1 inh -8.
Screening COc1cc(Cl)c(NS(=O)(=O)c2ccc(-c3coc(C)n3)cc2)c(OC)c1 returned SNCA expr inhib inconclusive, SNCA viab count -16% and IP6K1 inh 5.
For Cc1cc(C(=O)NC2CC(c3nnc(CN(C)C)n3C)C2)c2c(C)noc2n1 (stereo not given) the results were SNCA expr inhib 37%[activator], NIH3T3 tox -16%, FLuc inh 3%, HEK cytotox -11%, GPT2 inh -22%[11.5 µM], SNCA viab count 16% and IP6K1 inh -29*.
Screening Cc1ccc(C(=O)NC2CCN(c3cc(C(F)(F)F)ncn3)CC2)cc1 returned SNCA expr inhib -4%, NIH3T3 tox -17%, FLuc inh -1%, HEK cytotox inconclusive, GPT2 inh 1%, SNCA viab count -27% and IP6K1 inh 5.
`Oc1c(C(c2ccccc2)N2CCC(O)CC2)sc2nc(-c3ccco3)nn12` (stereo not given) gave SNCA expr inhib -15%, SNCA viab count -4% and IP6K1 inh 0.
O=C(NCc1ccccc1)N[C@H]1CO[C@H]2[C@@H]1OC[C@@H]2n1cc(-c2ccccn2)nn1 was read as SNCA expr inhib 4%[87.6 µM], NIH3T3 tox -5%[174 µM], FLuc inh -7%[172 µM], HEK cytotox inactive, GPT2 inh inactive, SNCA viab count 1%[87.6 µM] and IP6K1 inh -6.
COCCCNC(=O)c1ccc2c(c1)CC(=O)N2Cc1ccccc1 was read as SNCA expr inhib -30%, NIH3T3 tox inconclusive, FLuc inh -20%, HEK cytotox inconclusive, GPT2 inh -3%, SNCA viab count -1% and IP6K1 inh -2.
Screening Cc1noc([C@@H]2CN(CC3CCCCC3)C[C@H]2CO)n1 returned SNCA expr inhib 25%, NIH3T3 tox inactive, FLuc inh 0%, HEK cytotox -16%, GPT2 inh 3%, SNCA viab count 2% and IP6K1 inh -7.
O=C(c1ccccc1F)N1CCCC(C(=O)N2CCC(c3ccccc3)CC2)C1 (stereo not given) was read as SNCA expr inhib 1%, NIH3T3 tox inconclusive, HEK cytotox inconclusive, GPT2 inh inactive, SNCA viab count -1% and IP6K1 inh 10.
Screening Cc1oc2ccc(O)c(CN(C)Cc3ccccc3)c2c1C(=O)Nc1ccccc1 returned SNCA expr inhib -29%, SNCA viab count -26% and IP6K1 inh -28*.
COCCOC(=O)C1=C(C)NC(C)=C(C(=O)OC(C)C)C1c1cccc([N+](=O)[O-])c1 (stereo not given) was read as SNCA expr inhib -4%, GPT2 inh 4%&-13%, SNCA viab count -3% and IP6K1 inh 26.
COc1ccc(OC)c(CNC(=O)Cc2ccc(NC(=O)N3CCCCc4ccccc43)cc2)c1 was read as SNCA expr inhib 5%, SNCA viab count -8% and IP6K1 inh 0.
Screening Cc1cc2nc3n(c(=O)c2n1CC(=O)Nc1cccc(C(F)(F)F)c1)CCCCC3 returned SNCA expr inhib inconclusive, NIH3T3 tox -12%, FLuc inh 1%, HEK cytotox inconclusive, GPT2 inh 0%, SNCA viab count -3% and IP6K1 inh 3.
Screening O=C(NC1CCCN(c2cc(-c3ccc(Cl)cc3)[nH]n2)C1)c1ccc(Br)o1 (stereo not given) returned SNCA expr inhib -23%, NIH3T3 tox inconclusive, FLuc inh -16%, HEK cytotox 45µM*, GPT2 inh -10%, SNCA viab count inconclusive and IP6K1 inh 8.
CN(C)CCNC(=O)CN1N=C(c2ccccc2)CCC1=O was read as SNCA expr inhib 32%, SNCA viab count 5% and IP6K1 inh -2.
Screening COc1ccc2c(c1)c(=O)c(S(=O)(=O)c1ccc(F)cc1)cn2Cc1ccccc1Cl returned SNCA expr inhib -8%, SNCA viab count 8% and IP6K1 inh 9.
For O=C1CN(C(=O)CCc2ccccc2)CC(O)CN1CCCc1ccccc1 (stereo not given) the results were NIH3T3 tox inconclusive, HEK cytotox inconclusive and IP6K1 inh -1.
CCc1c(C)sc2c1CCN(Cc1ccc(F)cc1)C2c1ccccc1 (stereo not given) was read as SNCA expr inhib inconclusive, SNCA viab count inconclusive and IP6K1 inh 21.
`Cc1cccc(OCc2cc(=O)n3c4c(sc3n2)CCCC4)c1C` gave SNCA expr inhib -4%, SNCA viab count -21% and IP6K1 inh 5.
Screening CCOC(=O)CC1CCCCN1S(=O)(=O)c1cc(F)ccc1F (stereo not given) returned SNCA expr inhib 7%, NIH3T3 tox -8%, FLuc inh 1%, HEK cytotox -23%, GPT2 inh -43%, SNCA viab count 9% and IP6K1 inh -12.
CCOC(=O)N1CCc2c(sc(NCc3sccc3C)c2C(=O)Nc2cc(Cl)ccc2OC)C1 was read as SNCA expr inhib -8%, SNCA viab count -1% and IP6K1 inh 1.
Screening O=C(C[C@H]1NC(=O)c2ccccc2NC1=O)NCCn1cnc2ccccc21 returned SNCA expr inhib -23%, NIH3T3 tox inactive, FLuc inh -5%, HEK cytotox 2%, GPT2 inh 0%, SNCA viab count -4% and IP6K1 inh 17.
Screening C#CCNC(=O)[C@@H]1CCCN1[C@@H](C(=O)NC)c1ccccc1 returned SNCA expr inhib 7%[87.6 µM], NIH3T3 tox -4%[174 µM], FLuc inh 0%[172 µM], HEK cytotox -1%[172 µM], GPT2 inh inactive, SNCA viab count 1%[87.6 µM] and IP6K1 inh -13.
Screening COc1ccc(C(=O)N2CCC[C@H](n3c(=O)n(CC4CC4)c4cccnc43)C2)cc1F returned SNCA expr inhib -29%, NIH3T3 tox inconclusive, FLuc inh 0%, HEK cytotox inconclusive, GPT2 inh inactive, SNCA viab count -2% and IP6K1 inh 1.
`CC[C@@H]1C(=O)N(C)c2cnc(Nc3ccc(C(=O)NC4CCN(C)CC4)cc3OC)nc2N1C1CCCC1` gave SNCA expr inhib -4%, GPT2 inh inactive and SNCA viab count inconclusive.
For O=C(NC1CCCN(c2cc(-c3ccccc3)[nH]n2)C1)c1ccc(C(F)(F)F)cc1 (stereo not given) the results were SNCA expr inhib 43%[activator], NIH3T3 tox inconclusive, FLuc inh -9%, HEK cytotox inconclusive, GPT2 inh -13%, SNCA viab count 5% and IP6K1 inh 14.
`Cc1ccc(NC(=O)c2ccc(N(Cc3ccccc3)S(C)(=O)=O)cc2)cc1` gave SNCA expr inhib 21%, SNCA viab count 2.8µM* and IP6K1 inh -8.
Fc1ccc(C2Cn3nnc(-c4nc(-c5ccc(C(F)(F)F)cc5)no4)c3CO2)cc1 (stereo not given) was read as SNCA expr inhib -19%, NIH3T3 tox inactive, FLuc inh 11%, HEK cytotox -5%, GPT2 inh inactive, SNCA viab count 7% and IP6K1 inh 11.
Screening Cc1cc2c(cc1S(=O)(=O)N1CCC(C(N)=O)CC1)OCC(=O)N2 returned SNCA expr inhib -3%, SNCA viab count 8% and IP6K1 inh -6.

Screens (PubChem)

A portion of the library; count on the stated rates, not on these rows.
